# NS5 inhibitors = Dengue-2 NS5 methyltransferase inhibitors, primary screen, biochemical, confirmation dose response (AID 588689); Dengue-2 NS5 methyltransferase capping enzyme assay, biochemical; higher % means a stronger effect; inhibition, % at 25 µM; hits with a dose series show IC50 in µM; 340,000 compounds, 0.3% hits; in the data active = a potency from the dose series
# Rac1 GTP hydrolysis = MgcRacGAP GTPase-activating activity inhibitors, confirmation, biochemical, ADP Hunter fluorescence | MgcRacGAP-stimulated Rac1 GTP hydrolysis, ADP Hunter fluorescence; higher % means a stronger effect; GST-tagged Rac1 F28L mutant substrate | one-dose inhibition, % at 30 µM; IC50 in µM for titrated hits | 340,000 compounds, 0.6% hits;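 active = first-screen hits whose inhibition reached a set limit at any dose in the follow-up dose series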;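 note: fluorescence reports GDP produced by GAP-driven GTP hydrolysis; strong numbers were not always called active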
# RSV CPE inhibition = inhibition of RSV-induced cytopathic effect – HEp-2 cells, primary 10 µM value included (AID 2391); HEp-2 cells, RSV-induced CPE inhibition; higher % means a stronger effect; CPE inhibition, % at 10 µM; hits with a dose series show IC50 in µM; 310,000 compounds, 0.13% hits; in the data active = a potency from the dose series; note: strong numbers were not always called active
# Numbers without * were called inactive. This is a subset (hit frequency here may not be typical).
No.	compound	NS5 inhibitors	Rac1 GTP hydrolysis	RSV CPE inhibition
1	CCc1nnc(NC(=O)c2cc3c(s2)CCCCC3)s1	-4%	6%	0.3%
2	COc1ccc(C2(C)NC(=O)N(CC(=O)c3cc(C)n(C4CC4)c3C)C2=O)cc1OC (stereo not given)	4%	9%	1.7%
3	CN(C)C(CNC(=O)c1ccc2[nH]c(=O)c(=O)[nH]c2c1)c1ccco1 (stereo not given)	4%	8%	0.6%
4	CSCCC(C(=O)N(C)CC(=O)Nc1cccc(F)c1)N1C(=O)c2ccccc2C1=O (stereo not given)	-9%	4%	4.6%
5	CCN(CC(=O)Nc1c(F)cccc1F)C(=O)/C=C/c1ccc(C)cc1	3%	-7%	2.1%
6	COc1ccccc1C1=CC(=O)C[C@H](c2ccc(F)cc2)C1	-10%	3%	1.8%
7	O=C(/C=C/c1cccc(Cl)c1)NNC(=O)c1ccncc1	-5%	-1%	4.8%
8	O=C1c2ccccc2NC(c2ccc(-c3cccs3)o2)N1O (stereo not given)	3%	10%	4.1%
9	CCN(CC(=O)Nc1c(F)cccc1F)C(=O)c1nn(C)c(=O)c2ccccc12	1%	4%	1.1%
10	COc1ccccc1C(=O)NCCC(=O)NC1CCC(C)CC1 (stereo not given)	0%	2%	0.0%

# Results in sequence from the entries so far:
# Compounds 2 to 7 in RSV CPE inhibition, in turn: 1.7%, 0.6%, 4.6%, 2.1%, 1.8%, 4.8%

# The list goes on:
No.	compound	NS5 inhibitors	Rac1 GTP hydrolysis	RSV CPE inhibition
11	Cc1ccccc1OCC(=O)OCC(=O)Nc1ncc(Cl)c(C)c1Cl	7%	1%	2.3%
12	O=C(CN1C(=O)NC2(CCOc3ccccc32)C1=O)Nc1ccc(Br)cc1F (stereo not given)	0%	3%	1.7%
13	Cc1ccccc1OCC(=O)N(Cc1nnc(-c2ccc(Cl)cc2)o1)C(C)C	1%	5%	-0.3%
14	O=C1C=C(c2ccc(F)cc2OCc2ccccc2)C[C@@H](c2ccc3c(c2)OCO3)C1	-2%	2%	0.3%
15	COc1ccc([C@H]2CC(=O)C=C(c3cc4ccccc4c4ccccc34)C2)cc1	0%	3%	2.4%
16	N#Cc1ccccc1OCC(=O)N1N=C(c2cccs2)CC1c1ccco1 (stereo not given)	4%	11%	5.5%
17	CN(Cc1ccccc1)C(=O)c1ccc(NC(=O)Cc2cccc(NC(=O)C3CCN(C(=O)C4CCCC4)CC3)c2)cc1	2%	8%	6.7%
18	Nc1nc(SCC(=O)N2CCN(c3ccc(F)cc3)CC2)n[nH]1	-3%	4%	0.3%
19	O=C(CCNC(=O)c1ccc(Br)cc1)NC1CCCCCC1	-6%	-5%	-0.6%
20	CN(Cc1ccccc1)C(=O)c1nc[nH]c1C(=O)N1CCc2ccccc2C1	3%	4%	-0.2%
21	Cc1ccc(C(=O)Nc2ccc(S(=O)(=O)NC3=NCCCCC3)cc2)cc1S(=O)(=O)N1CCOCC1	-2%	4%	2.6%
22	Cc1cc(OCC(=O)Nc2nnc(C3CC3)s2)ccc1C(C)C	-8%	3%	0.5%
23	COc1cccc(CN(C)C(=O)CSCC(=O)Nc2cccc(C)c2)c1OC	-10%	6%	2.4%
24	CC1(NC(=O)c2ccccc2)CCN(CCc2cccs2)C1=O (stereo not given)	6%	11%	1.4%
25	CC(C)(C)c1ccc(C(=O)O[C@H]2[C@H](Cc3ccccc3)NS(=O)(=O)[C@H]3C[C@@H]4C=C[C@]23O4)cc1	5%	3%	6.5%
26	CSCCC(NC(=O)COc1ccccc1)C(=O)N(C)CC(=O)Nc1ccc(C)cc1 (stereo not given)	-7%	4%	1.2%
27	CN(C(=O)COC(=O)c1cccc(S(=O)(=O)N(C)c2ccccc2)c1)C1CCCCC1	-1%	-1%	2.5%
28	CC1CCN(C(=O)c2cc(S(=O)(=O)N3CCOCC3)ccc2N2CCCC2)CC1	1%	3%	0.4%
29	N#Cc1ccccc1OCC(=O)Nc1cccc(S(=O)(=O)N2CCCC2)c1	-1%	1%	1.1%
30	Cc1ccc(C(=O)N2CCN(C(=O)C3CCCO3)CC2)cc1 (stereo not given)	3%	5%	3.8%
31	CCCN(CC(=O)Nc1ccccc1C)C(=O)c1ccc(N2CCCC2=O)cc1	-1%	6%	1.2%
32	Cc1occc1-c1nnc(SCC(=O)N2CCCC(C)C2)o1 (stereo not given)	1%	2%	0.4%
33	CCCCn1c(N)c(N(C)C(=O)c2ccc(Br)o2)c(=O)[nH]c1=O	-5%	4%	0.8%
34	CC(C)C(NC(=O)c1cccc(S(=O)(=O)N2CCOCC2)c1)C(=O)NCc1ccc(Cl)cc1 (stereo not given)	8%	-3%	0.6%
35	O=C(CN1CCN(CC(=O)Nc2ccc(OCc3ccccc3)cc2)CC1)Nc1ccc(F)cc1	-9%	-2%	1.9%
36	COc1ccc(NS(=O)(=O)c2ccc(C)c(C(=O)NCCCN3CCCC3=O)c2)cc1	4%	1%	0.8%
37	COc1ccc(CN(C)C(=O)C2CCN(S(=O)(=O)c3cccs3)CC2)cc1F	-2%	4%	1.4%
38	Cc1ccc(N(CCC#N)C(=O)CSc2nc3ccccc3c(=O)[nH]2)cc1	1%	8%	-1.3%
39	O=C(NCCc1ccc(F)cc1)C1CCN(C(=O)Nc2ccccc2)CC1	-5%	2%	0.8%
40	CC1CC(C)(C)CC2(C1)NC(=O)N(CC(=O)N1CCN(S(=O)(=O)c3cccs3)CC1)C2=O (stereo not given)	-5%	8%	0.8%

# Complete entries, quoted from the list. Order of screens: NS5 inhibitors, Rac1 GTP hydrolysis, RSV CPE inhibition
# O=C(NCCc1ccc(F)cc1)C1CCN(C(=O)Nc2ccccc2)CC1 in the list: -5%, 2%, 0.8%
# CCCN(CC(=O)Nc1ccccc1C)C(=O)c1ccc(N2CCCC2=O)cc1 in the list: -1%, 6%, 1.2%
# Cc1occc1-c1nnc(SCC(=O)N2CCCC(C)C2)o1 (stereo not given) in the list: 1%, 2%, 0.4%
# CC1CC(C)(C)CC2(C1)NC(=O)N(CC(=O)N1CCN(S(=O)(=O)c3cccs3)CC1)C2=O (stereo not given) in the list: -5%, 8%, 0.8%
# O=C(CN1CCN(CC(=O)Nc2ccc(OCc3ccccc3)cc2)CC1)Nc1ccc(F)cc1 in the list: -9%, -2%, 1.9%

# Next structures follow.
No.	compound	NS5 inhibitors	Rac1 GTP hydrolysis	RSV CPE inhibition
41	COc1ccc(S(=O)(=O)N2CCOCC2)cc1NC(=O)CCc1cc(OC)c(OC)c(OC)c1	-3%	2%	0.0%
42	Cc1ccc(C)c(S(=O)(=O)N2CCN(C(=O)[C@@H](NC(=O)c3ccc(F)cc3)C(C)C)CC2)c1	-9%	5%	2.4%
43	CN(C)C(=O)CSc1ccccc1C(=O)OCC(=O)NC1CC1	-5%	1%	0.6%
44	COc1ccccc1NS(=O)(=O)c1cccc(C(=O)NNC(=O)c2ccc(NC(C)=O)cc2)c1	3%	1%	1.1%
45	COC(=O)C1=C(C)NC(C)=C(C(=O)OC)C1C(=O)OCC(=O)c1ccc(Br)cc1	-5%	-2%	0.8%
46	O=C(COC(=O)c1cnccn1)Nc1c(Cl)cc(Cl)cc1Cl	-7%	0%	0.9%
47	CC(=O)c1sc(NC(=O)CCCc2nc3ccccc3c(=O)[nH]2)nc1-c1ccccc1	10%	4%	1.5%
48	O=C(COC(=O)Cn1[nH]c(=O)c2ccccc2c1=O)NNC(=O)c1ccc(Br)cc1	-1%	8%	-0.5%
49	CCOC(=O)[C@H]1[C@H]2COc3ccc(C)cc3[C@@H]2N2C(=O)CN(Cc3ccc(F)cc3)C(=O)[C@@]12C	-4%	4%	-0.2%
50	COc1ccc(C(CNC(=O)CCC(=O)c2ccc(C)s2)N2CCOCC2)cc1 (stereo not given)	-5%	-2%	2.2%
51	O=C1C=C(c2ccc3[nH]ccc3c2)C[C@@H](c2ccc(Cl)cc2)C1	12%	-2%	-1.8%
52	C[C@H](NC(=O)c1ccc(Cl)c(S(=O)(=O)N2CCOCC2)c1)c1nc2ccccc2[nH]1	-1%	-3%	2.3%
53	CC(C)CCNC(=O)c1ccccc1SCC(=O)NC1CCCCCCC1	2%	3%	1.0%
54	CNS(=O)(=O)c1cccc(C(=O)OCC(=O)c2ccc[nH]2)c1	0%	5%	-0.7%
55	CC1(c2ccc3c(c2)OCCCO3)NC(=O)N(CC(=O)NCCc2ccccc2)C1=O (stereo not given)	6%	2%	1.1%
56	COc1cc(C(=O)N2CCN(S(=O)(=O)c3ccc(C)cc3C)CC2)ccc1OCC(=O)N1CCOCC1	2%	-2%	0.6%
57	CCCCC1CCC(C(=O)Nc2ccccc2N2CCOCC2)CC1 (stereo not given)	-1%	4%	3.7%
58	O=C(NC1=NCCS1)C1CCN(S(=O)(=O)c2ccc(Cl)cc2)CC1	1%	6%	0.3%
59	Cc1ccc(S(=O)(=O)N2CCN(C(=O)CCOc3cc(C)ccc3C)CC2)cc1	-4%	3%	0.6%
60	Cc1ccc(C)c(NC(=O)CSc2ccc(S(=O)(=O)N3CCCC3)cn2)c1	6%	-3%	0.5%

61	CSc1ccc(CN(C)CC(=O)N(C)CC(=O)Nc2ccccc2Br)cc1
62	N#Cc1ccccc1OCC(=O)NNC(=O)CNC(=O)c1cccc(Br)c1
63	COc1ccc(Cl)cc1NC(=O)CN(C)C(=O)CCc1nc2ccccc2c(=O)[nH]1
64	Cc1nc(SCC(=O)Nc2c(C)n(C)n(-c3ccccc3)c2=O)c(C#N)c(C)c1C
65	Cc1ccc(OCCNC(=O)CCNC(=O)c2ccc(Cl)cc2)cc1
66	CCN(CC)CCNC(=O)c1ccc(NC(=O)c2cc(-c3ccncc3)nc3ccccc23)cc1
67	CCN(CC)C(=O)/C=C/c1ccccc1
68	CC(C)(C)OC(=O)N[C@H](C(=O)OC(C)(C)C)c1ccc2ccccc2c1
69	CC1(c2ccc(OC(F)F)cc2)NC(=O)N(CC(=O)NCCC2=CCCCC2)C1=O (stereo not given)
70	CCOC(=O)C1=C(COC(=O)/C=C/c2cccc(Br)c2)NC(=O)NC1C (stereo not given)
Screen / compound no.	61	62	63	64	65	66	67	68	69	70
NS5 inhibitors	-4%	-2%	-3%	3%	-11%	-16%	-13%	2%	-3%	-7%
Rac1 GTP hydrolysis	2%	4%	1%	-2%	4%	6%	10%	0%	5%	2%
RSV CPE inhibition	0.5%	1.6%	0.6%	1.3%	-0.2%	-1.7%	0.2%	0.9%	0.8%	0.9%

# Exported with each value named: part of the list above.
69: CC1(c2ccc(OC(F)F)cc2)NC(=O)N(CC(=O)NCCC2=CCCCC2)C1=O (stereo not given)
  NS5 inhibitors = -3%; Rac1 GTP hydrolysis = 5%; RSV CPE inhibition = 0.8%

70: CCOC(=O)C1=C(COC(=O)/C=C/c2cccc(Br)c2)NC(=O)NC1C (stereo not given)
  NS5 inhibitors = -7%; Rac1 GTP hydrolysis = 2%; RSV CPE inhibition = 0.9%

# (cont.)
71	Cc1ccccc1/C=N/NC(=O)c1ccc(-n2cnnn2)cc1
72	COc1ccc(C(=O)OCCCc2cc3ccccc3c(=O)o2)cc1
73	CC(Oc1ccc(Cl)cc1)C(=O)Nc1cccc(S(=O)(=O)N2CCOCC2)c1 (stereo not given)
74	Cc1ccc(S(=O)(=O)N(C)C)cc1NC(=O)COC(=O)C1=COCCO1
75	COc1ccccc1CNC(=O)c1cccc(S(=O)(=O)N(C)c2ccccc2)c1
76	Cc1c(O)c(C)c2c(c1O)C(=O)C[C@@H](c1ccccc1)O2
77	CCN(C(=O)COc1ccccc1C(=O)NCc1ccccc1)C1CCS(=O)(=O)C1 (stereo not given)
78	Cn1ncc(N=Cc2c(O)ccc3ccccc23)c1C(=O)N1CCOCC1
79	Cc1cccc2nc(C(=O)Nc3cccc(C(=O)NC4CC4)c3)cn12
80	CCN(CC)S(=O)(=O)c1ccc(/C=C/C(=O)OCC(=O)NNC(=O)c2ccc(OC)cc2)cc1
Screen / compound no.	71	72	73	74	75	76	77	78	79	80
NS5 inhibitors	0%	-7%	0%	0%	-9%	3%	5%	-10%	0%	-6%
Rac1 GTP hydrolysis	7%	8%	3%	4%	-10%	9%	2%	7%	4%	2%
RSV CPE inhibition	0.0%	0.9%	1.6%	0.5%	0.6%	1.5%	1.8%	2.4%	1.6%	2.8%

81	CCCNC(=O)C(Cc1ccc(I)cc1)NC(=O)C1CC1 (stereo not given)
82	O=C(CN1c2cccc3cccc(c23)S1(=O)=O)N1CCN(c2ccc(F)cc2)CC1
83	CSc1ncccc1C(=O)N1CCN(S(=O)(=O)c2ccc3ccccc3c2)CC1
84	Cc1ccc(NC(=O)CN(C)C(=O)c2ccc3[nH]c4c(c3c2)CC(C)CC4)cc1 (stereo not given)
85	O=C(Cc1c(F)cccc1Cl)NNC(=O)c1ccncc1
86	CCc1cccc(C)c1NC(=O)CCCN1C(=O)NC(C)(C)C1=O
Screen / compound no.	81	82	83	84	85	86
NS5 inhibitors	4%	-1%	4%	5%	-4%	-4%
Rac1 GTP hydrolysis	-2%	1%	7%	10%	3%	4%
RSV CPE inhibition	-0.6%	3.6%	2.1%	22µM*	0.0%	0.1%
